KCNH2 WT inh = KCNH2 (human, wildtype) channel inhibition. 340,000 compounds, 0.37% hits. activity change, % at 1.84 µM. U2OS, BacMam KCNH2, thallium flux FluxOr; stronger effect = lower value. Q12809;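 active means maximum activity change below -70%; inconclusive means maximum activity change between -70% and -50%; inactive means maximum activity change above -50%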
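U2OS cells were transduced with wild-type KCNH2 virus (2.03 x 10^8 / mL) for 4 h at room temperature, then cultured overnight at 37 C. Thallium flux was read with FluxOr dye. Rate constants were normalized to DMSO controls.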
B2AR arrestin = beta2AR (human) beta-arrestin recruitment activity; Potency, µM (titrated, usually from 46.1 µM), for the others: top-dose activation, actives largely listed as activators; beta-arrestin recruitment to beta2AR, cell-based reporter; 330,000 compounds, 0.02% hits; P07550; AID 492947;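 further: potency means the concentration at half of the fitted maximal effect; 0% = DMSO controls and full agonism = EC100 isoproterenol or metaproterenol; nearly all actives have a fitted effect of over 65% in size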
Target sequence (P07550 whole entry, looked up): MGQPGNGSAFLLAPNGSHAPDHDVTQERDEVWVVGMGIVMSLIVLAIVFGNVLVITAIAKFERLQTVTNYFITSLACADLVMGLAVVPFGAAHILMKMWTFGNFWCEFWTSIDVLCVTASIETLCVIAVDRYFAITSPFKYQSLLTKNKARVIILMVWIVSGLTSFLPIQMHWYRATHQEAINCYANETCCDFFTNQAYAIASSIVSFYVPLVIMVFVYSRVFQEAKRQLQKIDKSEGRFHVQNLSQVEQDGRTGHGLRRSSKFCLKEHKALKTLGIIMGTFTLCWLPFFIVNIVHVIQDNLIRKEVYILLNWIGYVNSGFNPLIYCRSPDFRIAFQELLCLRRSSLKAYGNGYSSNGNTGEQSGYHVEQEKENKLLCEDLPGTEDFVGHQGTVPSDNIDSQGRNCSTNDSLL
GALK inh = inhibitors of human galactokinase; P51570; Purified GALK, Kinase-Glo residual ATP luminescence; Potency, µM (doses to about 57.5 µM), for inactives: top-dose activity change, negative = inhibition, usual class: inhibitors; 270,000 compounds, 0.007% hits; AID 1868; further: potency means the concentration at half of the fitted maximal effect
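ATP-depletion format; final 35 uM ATP, 100 uM D-galactose, 5 nM enzyme; pH 8.0 HEPES/Mg2+ buffer; 60 min RT; luminescence read 10 min after detection reagent.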
Eya2 inh = blocks the phosphatase activity of human Eya2 | AID 488837 | recombinant Eya2, OMFP fluorescence dephosphorylation (OMFP is methylfluorescein phosphate) | Potency, µM (doses to about 76.9 µM), without a hit: top-dose activity, negative = inhibition, most hits filed as inhibitors | O00167 | 330,000 compounds, 0.006% hits; further: potency means the concentration at half of the fitted maximal effect
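Eya2 protein (added as 0.2 uM solution) was preincubated with compound for 10 min at ambient temperature in 50 mM HEPES pH 7.5, 50 mM NaCl, 5 uM MgCl2, 0.05% BSA, 1 mM DTT. OMFP (added at 50 uM) then reacted 10 min; fluorescence read at 485/525 nm.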
Coupling enz = counter-screen for Giardia aldolase inhibitors: coupling enzyme system. coupling enzyme system counterscreen, AmpLite Red fluorescence. activity change, negative = inhibition, % at 58.2 µM, hits read low. 290,000 compounds, 0.67% hits. AID 2472; in the data active means activity change below about -30%
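First, compound is pin-transferred into glyceraldehyde-3-phosphate coupling-enzyme reagent at 57.5 uM final and held 10 min at RT. Next, substrate, coupling system and AmpLite Red are added. After 20 min RT, fluorescence (525/598 nm) is read.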
uPA surface inh = inhibitors of cell surface uPA generation; Potency, µM (series often up to 38.3 µM), for inactives: at the top dose activity change, negative = inhibition, most hits filed as inhibitors; cell surface uPA generation assay, qHTS; 330,000 compounds, 0.31% hits; AID 540303; active means well fitted inhibition curve with a large enough effect; inconclusive means small, poorly fitted or top-dose-only effect; inactive means no such curve, though single readings can be large or run the other way; tested in mouse RAW 264.7 cells; further: potency means the concentration at half of the fitted maximal effect; nearly all actives have a fitted effect of over 55% in size
Chronic BCR inh = chronic active BCR signaling inhibition; ABC-DLBCL IkBa-CBG/CBR reporter, luminescence ratio, 4 h; Potency, µM (doses to about 46.1 µM), without a hit: top-dose ratio change, negative = lower green/red ratio, actives largely listed as inhibitors; 340,000 compounds, 0.05% hits; active means well fitted inhibition curve with a large enough effect in the signal ratio, with a control signal flat, not every such curve was filed as active; inconclusive means small, poorly fitted or top-dose-only effect, or effect the other way, or a change in a side signal; the % refers to the signal ratio;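 further: potency means the concentration at half of the fitted maximal effect; plate controls were basal doxycycline-induced cells for no effect and cells given 10 µM MG132 for full effect; MG132 reads +100%, hits lower the ratio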
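Doxycycline induced both beetle luciferases in TMD8 lymphoma cells; IKK-driven degradation limits the IkappaBalpha-fused green signal, while red luminescence normalises for cell number and nonspecific effects. Compounds tested up to 46 uM, 4 hrs.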
Giardia killer = Giardia lamblia killing; Giardia lamblia trophozoite viability; activity change, % at 7.66 µM, hits read low; AID 540267; 340,000 compounds, 0.15% hits; in the data active means activity change below about -80%; inconclusive means between about -30% and that limit;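 further: parasites exposed to compound for two days anaerobically before the ATP read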
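Giardia trophozoites, 100 cells per well, were exposed to compounds for 48 hrs at 37 deg C under anaerobic conditions; viability was then read as ATP content by bioluminescence after 15-30 min at room temperature.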
KCNH2 3.1 block = KCNH2 3.1 (human) potassium channel inhibition; U2OS KCNH2 3.1, thallium flux FluxOr; stronger effect = lower value; activity change, % (tested at about 1.8 µM); 340,000 compounds, 0.95% hits;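 active means maximum activity change below -70%; inconclusive means maximum activity change from -70% to -50%; inactive means maximum activity change above -50%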;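 further: thallium influx rate constant from kinetic fluorescence after stimulation buffer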
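Measured as rate of thallium-driven FluxOr signal in transduced U2OS cells carrying the 3.1 channel, read kinetically for 2 min upon stimulation; values are rate constants scaled to DMSO control wells.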
PKM2 act = activators of human pyruvate kinase M2; P14618; purified PKM2, Kinase-Glo ATP luminescence, activation; response scale: 0% is enzyme alone, no compound; AID 1631; Potency, µM (doses to about 57.5 µM), without a hit: at the highest dose activation, most hits filed as activators; 260,000 compounds, 0.34% hits; further: potency means the concentration at half of the fitted maximal effect; nearly all actives have a fitted effect of over 55% in size
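Purified hPK-M2 (>95%) run at intermediate activity with 0.1 mM ADP and 0.5 mM PEP in 50 mM imidazole pH 7.2, KCl, MgCl2; 1 h room temperature. ATP formed read by Kinase-Glo luminescence; normalized to uninhibited and no-enzyme controls.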
USP2a block = USP2a (human) protease inhibition; O75604; USP2 core, Ub-CHOP2 coupled fluorogenic reporter, 485/531; Potency, µM (doses to about 38.3 µM), for the others: top-dose activity change, negative = inhibition, usual class: inhibitors; 330,000 compounds, 0.01% hits; AID 463254;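 further: potency means the concentration at half of the fitted maximal effect; plate controls were DMSO wells for no effect and full inhibition by NEM control for full effect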
Target sequence (O75604 whole entry, looked up): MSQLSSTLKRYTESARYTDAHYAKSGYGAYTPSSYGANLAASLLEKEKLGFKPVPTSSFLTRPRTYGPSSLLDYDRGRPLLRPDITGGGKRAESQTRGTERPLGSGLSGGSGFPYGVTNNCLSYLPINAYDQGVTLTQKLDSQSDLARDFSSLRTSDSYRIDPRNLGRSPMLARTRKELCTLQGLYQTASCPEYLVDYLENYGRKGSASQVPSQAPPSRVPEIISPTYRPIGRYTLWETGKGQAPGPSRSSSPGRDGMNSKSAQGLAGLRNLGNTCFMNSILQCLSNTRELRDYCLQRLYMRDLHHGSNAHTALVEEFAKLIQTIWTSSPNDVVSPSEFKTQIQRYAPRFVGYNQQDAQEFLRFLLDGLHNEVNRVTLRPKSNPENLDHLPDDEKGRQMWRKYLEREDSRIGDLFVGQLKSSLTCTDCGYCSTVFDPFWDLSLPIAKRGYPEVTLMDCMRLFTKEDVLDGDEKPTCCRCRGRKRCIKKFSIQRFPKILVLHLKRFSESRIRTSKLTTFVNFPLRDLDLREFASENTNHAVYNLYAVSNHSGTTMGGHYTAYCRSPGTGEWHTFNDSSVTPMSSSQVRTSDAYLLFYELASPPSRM
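Deubiquitinase activity read as fluorescence (485/531 nm) after Ub-CHOP2 cleavage activates the enterokinase reporter on its substrate; USP2 core 10nM, Ub-CHOP2 and substrate 25nM each, 30min compound preincubation then 60min RT; data normalized to NEM, curves fitted.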
Active calls of the source: *; ? = inconclusive; . = no result given; [ ] = remark or other dose. Unless noted, the call rests on the fitted dose curve; in most records, active means well fitted curve in the direction sought with a large enough effect; inconclusive means small, poorly fitted or top-dose-only effect, or another doubt; inactive means no such curve, though single readings can be large; an effect the other way counts as inactive or inconclusive. Unless noted, on the % scale 0 is the no-effect control and ±100 the full control effect.

Below each compound – KCNH2 WT inh, B2AR arrestin, GALK inh, Eya2 inh, Coupling enz, uPA surface inh, Chronic BCR inh, Giardia killer, KCNH2 3.1 block, PKM2 act, USP2a block
> CCCC(C)NC(=O)/C=C/c1cccc([N+](=O)[O-])c1 (stereo not given)
    -1, -0.2%, -3%, 11%, -1, 6%, -2%, -8, -10, 0%, -1%
> COc1ccccc1NC(=O)N1CCCC1C(=O)Nc1ccc(NC(C)=O)cc1 (stereo not given)
    -2, -0.7%, -3%, 3%, 1, 3%, ?, 9, 1, 0%, 3%
> O=C(NNc1ccccc1Cl)C(O)(c1cccc(C(F)(F)F)c1)c1cccc(C(F)(F)F)c1
    -8, -0.6%, ., 0%, -3, -7%, ?, -7, -43, -2%, 0%
> CCOC(=O)c1c(C)c(C(=O)NCCCOC)c(C)n1C
    -36, -1.4%, 0%, -20%, 0, ., 0%, 58[activator], -4, -1%, 0%
> C=CCC[C@H](Cc1ccc(F)cc1)C(=O)OC[C@@H](Cc1c[nH]c2ccccc12)NC(=O)[C@H](CC=C)CC(=O)N[C@H](CO)Cc1ccccc1
    4, -0.4%, ., -39%, ., -29%, ?, 0, -3, ., -7%
> O=C(CCl)c1cc2c3c(c1)CC(=O)N3CCC2
    1, -0.4%, 15%, -1%, 0, -7%, -5%, -4, 3, 7%, 0%
> COc1ccc(N(CC(=O)Nc2ccc(F)c(Cl)c2)S(=O)(=O)c2c(C)noc2C)cc1
    -4, 0.1%, 2%, 2%, -5, 5%, ?, 9, -12, -1%, 1%
> CN(C)CCCNC(=O)C(=O)NCC(c1cccs1)S(=O)(=O)c1ccc(F)cc1 (stereo not given)
    10, 0.2%, ., -4%, ., -4%, 13%, 10, -9, ., 2%
> CC1=NN(C(=O)Cc2ccccc2)C(O)(c2ccccc2)C1 (stereo not given)
    3, -0.7%, -2%, -1%, 5, 1%, -1%, 2, -5, 3%, 3%
> Cc1noc(C)c1S(=O)(=O)N(CC(=O)NCc1ccc2c(c1)OCO2)c1ccc(C(C)C)cc1
    -10, -1.0%, 0%, -12%, -1, 9%, -10%, 4, 9, -3%, -6%
> CCCCSc1n[nH]c(N)n1
    -20, -0.2%, 1%, 2%, 3, 3%, ?, ?, 7, 10%, 5%
> CC1(NC(=O)c2cc(-c3cccs3)nn2-c2ccccc2)CCS(=O)(=O)C1 (stereo not given)
    0, -1.1%, ., -8%, ., 6%, -4%, -15, 17, ., 3%
> COc1ccc(NC(=O)C2CC(=O)N(Cc3ccc(C)cc3)C2)cc1S(=O)(=O)N1CCCCC1 (stereo not given)
    -16, -1.1%, 1%, -5%, 2, -15%, -1%, 1, 1, 4%, -1%
> CCN=C(NCC)SC1CC(=O)N(c2cccc(OCC)c2)C1=O (stereo not given)
    0, 0.3%, 4%, -15%, 2, -5%, -2%, -8, -1, 8%, -3%
> O=C(NCc1ccccc1Cl)C1CCC(=O)N(CCCN2CCCC2=O)C1 (stereo not given)
    4, -0.8%, -2%, 20%, ., 0%, -3%, 3, ., 0%, 3%
> CC(C)C(C(=O)NCC1CCCO1)N(C(=O)CNS(=O)(=O)c1ccc(F)cc1)C1CCCCC1 (stereo not given)
    -4, 0.1%, 1%, -3%, 4, 4%, -2%, -2, -25, ., -3%
> Cc1ccccc1NC(=S)N(CCN1CCCCC1)Cc1ccco1
    -3, 0.0%, 8%, 13%, 1, -1%, 1%, 6, 1, 3%, 1%
> C=CCNC(=O)COC(=O)COc1ccc(Cl)cc1
    2, 0.2%, -8%, 0%, 1, 3%, 0%, 9, -3, 1%, 2%
> CC1CCCC(C)N1C(=O)COC(=O)c1cc([N+](=O)[O-])ccc1N1CCOCC1 (stereo not given)
    0, -0.1%, ., 2%, ., -5%, ?, -13, 3, ., -1%
> COc1ccc(C(=O)NC(=S)Nc2cccc(Cl)c2N2CCOCC2)cc1[N+](=O)[O-]
    -25, -0.3%, -2%, 7%, ., ., 5%, 5, -4, -2%, -1%
> O=c1c2c(-c3cccc([N+](=O)[O-])c3)ccnc2[nH]n1-c1ccccc1
    -2, 0.0%, 3%, ?, 7, 11%, ?, -16, -12, ., 2%
> COc1ccc(CCC(=O)Nc2cc3c4c(c2)CC(=O)N4CCC3)cc1
    2, 0.1%, ., -2%, ., 3%, ?, -7, 0, ., 1%
> CCOC(=O)N/N=C\c1ccc(OC(=O)c2ccc3c(c2)OCO3)cc1
    -12, 0.2%, -2%, 0%, -7, 1%, 0%, 8, 7, 3%, -1%
> O=S(=O)(c1cc(F)cc(F)c1)N1CCN(c2ncccn2)CC1
    5, 0.1%, -1%, 9%, 1, -2%, 2%, -19, 8, ?, 1%
> CC(C)C[C@@H](CO)N1CCNCCC1=O
    3, 0.0%, ., -8%, 1, -6%, -1%, -8, -12, 0%, 1%
> CCOC(=O)CNC(=O)Nc1cccc(Cl)c1C
    0, 0.1%, 0%, -6%, 4, 4%, ?, -5, -2, 0%, 2%
> C=CCNS(=O)(=O)c1ccc(C(=O)OCc2cc(=O)oc3cc(OC)ccc23)cc1
    1, -0.4%, 3%, -1%, 0, 2%, 7%, -8, 3, 5%, 2%
> N#Cc1ccc(CN2CCN(C(=O)c3cc(Cl)c4c(c3)OCCO4)CC2)cc1
    -7, 0.0%, ., 15%, ., 0%, 5%, -2, 2, ., 3%
> Cc1ccc(NNC(=O)Nc2ccc(Cl)cc2)nn1
    0, -1.3%, 6%, -16%, 1, -2%, ?, 19, 7, 0%, -1%
> O=C(CN1C2CCC1CC(NC(=O)Nc1ccccc1)C2)NCc1ccco1 (stereo not given)
    1, -0.3%, 4%, -1%, 2, 5%, ?, 0, -3, 0%, 2%
> CC(C)CN(C(=O)CN1CCN(c2ccccc2O)CC1)c1c(N)n(CC(C)C)c(=O)[nH]c1=O
    0, 0.1%, 0%, 2%, -6, 5%, 3%, 15, 3, -6%, -4%
> CC(=O)c1cc2c(cc1NS(=O)(=O)c1ccc(C)cc1)OCO2
    4, -0.1%, -1%, 9%, -6, ., ?, 0, -5, 9%, 4%
> COc1ccc(/C=N\NC(=O)c2ccccc2OC)cc1COc1c(F)c(F)c(F)c(F)c1F
    7, -0.8%, 7%, -30%, 1, 1%, ?, -6, -3, 0%, -6%
> COc1cc(C(=O)O[C@H]2C/C(C)=C/CC[C@]3(C)O[C@@H]3C(O)C2C(C)C)cc(OC)c1OC (stereo not given in full)
    1, 2.4%, 0%, 1%, -14, 1%, -7%, -19, 8, ., 1%
> Cc1ccc(C)c(OCC(=O)Nc2ccccc2C(=O)N2CCOCC2)c1
    4, -0.3%, -2%, 8%, ., 5%, -3%, -4, 13, -10%, -3%
> CCOC(=O)c1sc(N)c(C(=O)OCC)c1COC(=O)C1CC(=O)N(Cc2ccco2)C1 (stereo not given)
    -11, -0.2%, -1%, 6%, 1, -5%, ?, 9, -4, 11%, 3%
> CCCC1CCc2c(sc(N)c2C(N)=O)C1 (stereo not given)
    7, -0.2%, 3%, 1%, -1, 1%, ?, 3, 3, 0%, 4%

5 entries picked at random from those above, as already listed:
Below each compound – KCNH2 WT inh, B2AR arrestin, GALK inh, Eya2 inh, Coupling enz, uPA surface inh, Chronic BCR inh, Giardia killer, KCNH2 3.1 block, PKM2 act, USP2a block
> O=C(NCc1ccccc1Cl)C1CCC(=O)N(CCCN2CCCC2=O)C1 (stereo not given)
    4, -0.8%, -2%, 20%, ., 0%, -3%, 3, ., 0%, 3%
> Cc1ccc(C)c(OCC(=O)Nc2ccccc2C(=O)N2CCOCC2)c1
    4, -0.3%, -2%, 8%, ., 5%, -3%, -4, 13, -10%, -3%
> COc1ccccc1NC(=O)N1CCCC1C(=O)Nc1ccc(NC(C)=O)cc1 (stereo not given)
    -2, -0.7%, -3%, 3%, 1, 3%, ?, 9, 1, 0%, 3%
> O=C(CCl)c1cc2c3c(c1)CC(=O)N3CCC2
    1, -0.4%, 15%, -1%, 0, -7%, -5%, -4, 3, 7%, 0%
> CN(C)CCCNC(=O)C(=O)NCC(c1cccs1)S(=O)(=O)c1ccc(F)cc1 (stereo not given)
    10, 0.2%, ., -4%, ., -4%, 13%, 10, -9, ., 2%

Assay outcomes: PubChem, National Center for Advancing Translational Sciences (NCATS)
